Bioassay records deposited in PubChem by several laboratories.
GSTO1 inh: GSTO1 inhibition, counter-screen for RBBP9 inhibitors | inhibition, % at 5.96 µM | AID 1974 | recombinant GSTO1, activity-based probe fluorescence polarization | actives 1.1% (n = 300,000);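 active = inhibition above the campaign mean inhibition plus 3 SD, cut at about 35% in these data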;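 also: 0% = GSTO1-1 with DMSO and 100% = wells lacking GSTO1-1 enzyme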
Target sequence (P78417 whole entry, looked up): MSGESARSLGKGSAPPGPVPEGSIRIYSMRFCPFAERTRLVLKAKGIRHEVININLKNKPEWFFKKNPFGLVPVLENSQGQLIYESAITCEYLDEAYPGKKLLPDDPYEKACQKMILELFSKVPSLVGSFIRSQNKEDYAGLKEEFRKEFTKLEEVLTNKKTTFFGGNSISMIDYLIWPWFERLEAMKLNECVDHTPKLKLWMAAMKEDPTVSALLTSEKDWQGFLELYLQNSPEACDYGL
BCLXL inh: blocks human Bcl-xL binding to Bim BH3 peptide. Q07817. GST-Bcl-xL / FITC-Bim BH3 peptide fluorescence polarization. inhibition, % at 10.9 µM. actives 0.7% (n = 320,000). AID 2129;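 active = inhibition above the mean of all tested compounds plus 3 SD, cutoff set per campaign, cut at about 30% in these data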;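 also: 0% = DMSO wells and 100% = unlabeled Bim-BH3 peptide competitor; inhibitors lower millipolarization by displacing the labeled peptide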
Fam108B inh: counter-screen for RBBP9 inhibitors: inhibitors of mouse Fam108B | inhibition, % at 9.51 µM | actives 0.33% (n = 300,000) | recombinant Fam108B, FP-Rh probe fluorescence polarization | AID 1947;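 active = inhibition above the screen mean inhibition plus 3 SD, computed separately per campaign, cut at about 18% in these data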;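 also: inhibitors lower polarization as less probe binds the enzyme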
PME-1 inh: blocks human protein phosphatase methylesterase 1; Q9Y570; recombinant PME-1, FP-Rh probe fluorescence polarization; inhibition, % at 5.9 µM; actives 0.53% (n = 320,000); AID 2130;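 active = inhibition above the campaign mean of all compounds plus 3 SD, cut at about 26% in these data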;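 also: competitive labeling of PME-1 active site by serine hydrolase directed probe; 0% = PME-1 with DMSO and 100% = wells lacking PME-1 enzyme; inhibitors block probe labeling so polarization falls and inhibition rises; many of its hits are not listed in these tables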
PAD4 FP inh: inhibitors of human PAD4. inhibition, % at 6.36 µM. Q9UM07. recombinant PAD4, RCA probe fluorescence polarization. actives 0.41% (n = 330,000);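 active = percent inhibition above a cutoff equal to the mean of all tested compounds plus 3 SD, cut at about 15% in these data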;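 also: 0% = PAD4 with RCA probe and DMSO and 100% = probe without PAD4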
MEX-5 binding: C. elegans MEX-5 TCR-2 RNA binding activity; MEX-5/FITC-TCR2 RNA binding, fluorescence polarization; active compounds read low; activity score (negative = inhibition of binding), % at 10 µM; actives 0.38% (n = 300,000); AID 1832;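 active = inhibition past about -25% in most replicates, and total fluorescence under double the plate's negative control median, limit read from the data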;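 also: 0% = DMSO and -100% = 5 µM competing unlabeled TCR2 RNA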
Target sequence (Q9XUB2 whole entry, looked up): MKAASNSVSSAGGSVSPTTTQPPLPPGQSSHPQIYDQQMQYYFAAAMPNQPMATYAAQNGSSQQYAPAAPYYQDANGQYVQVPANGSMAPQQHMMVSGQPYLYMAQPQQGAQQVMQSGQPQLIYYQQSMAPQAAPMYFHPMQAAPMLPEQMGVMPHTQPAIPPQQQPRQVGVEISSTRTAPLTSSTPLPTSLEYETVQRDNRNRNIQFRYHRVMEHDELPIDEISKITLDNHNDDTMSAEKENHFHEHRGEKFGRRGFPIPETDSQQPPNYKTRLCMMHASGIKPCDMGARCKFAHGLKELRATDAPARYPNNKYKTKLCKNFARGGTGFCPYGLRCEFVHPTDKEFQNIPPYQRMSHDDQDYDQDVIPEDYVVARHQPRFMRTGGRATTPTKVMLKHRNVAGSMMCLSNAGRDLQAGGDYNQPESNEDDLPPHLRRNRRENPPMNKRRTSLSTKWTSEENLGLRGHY
TPT1 inhibitor: inhibitors of Candida albicans tRNA 2'-phosphotransferase TPT1 | recombinant caTPT1, FP RNA substrate dephosphorylation | inhibition, % at 5 µM | actives 0.81% (n = 300,000);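 active = inhibition above the mean of all tested compounds plus 3 SD, set per screening campaign, cut at about 24% in these data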;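 also: plate controls were DMSO alone for no effect and ferristatin control at 100 nM for full effect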
MCL1 BIM primary: disrupts human MCL1 binding to BIM-BH3 peptide; AID 2057; actives 0.68% (n = 320,000); GST-MCL1 / FITC-Bim-BH3 fluorescence polarization; Q07820; inhibition, % at 10.9 µM;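 active = inhibition above the mean inhibition of all tested compounds plus 3 SD, set per campaign, cut at about 40% in these data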;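 also: 0% = DMSO wells and 100% = unlabeled Bim-BH3 peptide control; higher means more loss of mP so more displacement of Bim peptide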
Target sequence (Q07820 whole entry, looked up): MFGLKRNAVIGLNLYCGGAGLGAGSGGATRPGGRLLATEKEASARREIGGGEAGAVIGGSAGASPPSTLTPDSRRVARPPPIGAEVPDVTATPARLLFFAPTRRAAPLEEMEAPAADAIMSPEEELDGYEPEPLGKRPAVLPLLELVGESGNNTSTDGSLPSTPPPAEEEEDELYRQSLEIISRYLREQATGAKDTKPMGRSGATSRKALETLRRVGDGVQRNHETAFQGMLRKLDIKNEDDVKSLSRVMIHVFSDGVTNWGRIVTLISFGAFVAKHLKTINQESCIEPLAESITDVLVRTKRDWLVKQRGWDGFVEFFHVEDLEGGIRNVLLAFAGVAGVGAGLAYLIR
GLD-1 TGE inh: GLD-1-TGE RNA interaction inhibition (C. elegans); Q17339; purified GLD-1 + fluorescein TGE RNA, fluorescence polarization; inhibition, % at 5.96 µM; actives 0.44% (n = 320,000); AID 2280;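 active = percent inhibition above a per-plate cutoff, the plate mean of test compounds plus 3 SD, cut at about 30% in these data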;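 also: 0% = DMSO wells with GLD-1 and probe and 100% = wells lacking GLD-1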
Numbers without * were called inactive; . = no result given. Only part of the results is shown (hit frequency here may not be typical).

Order of results: Fam108B inh	MCL1 BIM primary	GLD-1 TGE inh	GSTO1 inh	BCLXL inh	MEX-5 binding	TPT1 inhibitor	PME-1 inh	PAD4 FP inh
CN(C)c1ccc(/C=N/NC(=O)c2cccc(N3CCCC3=O)c2)cc1
→ -2	2	2	-2	3	-0.7	-1	0	-4
O=C(c1ccco1)N1CCN(C(=S)Nc2ccc(F)cc2)CC1
→ 2	15	-7	-5	2	-4.5	1	-5	-1
COc1ccc(NC(=O)CSc2nc3ccccc3nc2N2CCCC2)c(OC)c1
→ 2	1	1	-4	8	2.0	-3	-4	-3
N/C(=N\OC(=O)c1ccncc1)c1cccc([N+](=O)[O-])c1
→ 6	-3	-2	2	3	-4.0	6	-1	-6
COc1ccc(Cl)cc1NC(=O)CSc1ncnc2c1oc1ccccc12
→ 1	8	5	8	4	1.4	-1	4	4
COc1cc(C(=O)Nc2cc(C(F)(F)F)ccc2Cl)cc(OC)c1OC
→ 3	9	8	3	4	1.7	-2	4	2
CC(=O)c1c(C)[nH]c(C(=O)Nc2nc(C)cs2)c1C
→ 1	-3	3	6	3	-1.1	-4	-12	-2
CC(=O)Nc1ccc(S(=O)(=O)N(C)S(=O)(=O)c2ccc(F)cc2)cc1
→ 1	-3	-16	-3	3	0.3	-2	9	1
NCCCC[C@H]1CNC(=S)N1CCc1cc(C(F)(F)F)cc(C(F)(F)F)c1
→ -1	12	-4	-1	2	-1.1	2	-7	-1
O=C(O)Cc1sc(N/N=C\c2ccncc2)nc1-c1ccccc1
→ 1	-19	-35	0	-11	2.2	52*	0	-4
CN(C)CCNC(=O)Cc1ccc([N+](=O)[O-])cc1
→ 0	5	5	1	0	1.7	0	-1	-1
CCc1ccccc1Nc1nn2c(=O)c3ccc(C(=O)NCc4ccccn4)cc3nc2s1
→ -1	-3	0	-3	6	-9.9	5	-16	-1
CCOc1ccccc1Nc1nnc(SCC(=O)Nc2cc(C)on2)s1
→ 2	-1	2	2	-8	-0.5	-3	4	-2
CCOc1ccc(S(=O)(=O)NCCCN2CCOCC2)c2ccccc12
→ 0	-1	6	3	7	1.2	-1	4	0
CC(=O)c1cnc2nc(C)nn2c1C
→ -1	-1	-3	2	3	-0.8	-1	-5	-4
O=C(COC(=O)c1ccccc1C(=O)c1ccc(Cl)cc1)NC(c1ccccc1)c1ccccc1
→ -7	6	1	2	2	0.6	2	3	0
N=c1c2c(n(Cc3ccc([N+](=O)[O-])cc3)c3c1CCC3)CCCC2
→ 2	5	4	7	2	1.7	-2	4	-4
CCCCn1c(=O)c2ccccc2n2c(=S)[nH]nc12
→ 3	-26	1	3	-32	-1.9	0	4	11
COc1ccc(C(=O)N/N=C/c2ccc3cccc(OCc4ccccc4)c3n2)cc1
→ -28	4	1	-40	-4	3.0	3	-49	-5
O=C(c1cc([N+](=O)[O-])ccc1Cl)N1CCN(c2ccc([N+](=O)[O-])cc2)CC1
→ 3	-3	3	-6	0	-1.1	0	4	0
CC(=O)c1ccc([C@H]2C[C@@]34CN(C(=O)OC(C)(C)C)S(=O)(=O)[C@H]3C[C@H]2O4)cc1
→ 2	-2	-1	3	3	1.2	1	4	-8
CCNC(=O)N1CCN(CCCC(c2ccc(F)cc2)c2ccc(F)cc2)CC1
→ -2	9	1	0	8	.	-7	-2	-2
CN1CCN(S(=O)(=O)c2ccc(Oc3ccc(Br)cc3F)nc2)CC1
→ 4	3	2	7	5	1.8	-3	4	-4
O=C(O)CN1C(=O)C(=O)N(Cc2ccccc2F)C1=O
→ 2	8	-4	-1	6	0.1	0	-1	1
CN(Cc1ccc(F)cc1)S(=O)(=O)c1nnc(NC(=O)c2ccccc2Br)s1
→ -2	0	0	-61	1	-1.8	1	1	-10
CNc1ccc(C(O)(C(F)(F)F)C(F)(F)F)cc1C(O)(C(F)(F)F)C(F)(F)F
→ 0	0	8	2	3	0.9	1	1	2
C#CCOCCOCCOCCNc1nc(N2CCN(C(=O)[C@H](CCCCN)n3cc(CCCC)nn3)CC2)nc(N2CCN(C(=O)[C@H](CCCCN)n3cc(CCCC)nn3)CC2)n1
→ 3	0	-3	7	4	1.2	-1	-2	-2
NC(=O)CSc1nnc(-c2cc3ccccc3o2)n1Cc1ccccc1
→ -3	-17	2	-1	-21	-0.5	3	-2	-2
CCOC(=O)C(C)Sc1nnc(Cc2cc(=O)[nH]c(=O)[nH]2)n1-c1cccc(OC)c1 (configuration not stated)
→ 1	6	11	-5	7	-0.9	-4	4	0
Cc1ccc2c(C)c(C(=O)NCc3ccc(S(N)(=O)=O)cc3)oc2c1
→ 5	2	-3	-3	4	0.9	-7	0	-2

3 entries already listed, arranged by formula weight, ascending:
Order of results: Fam108B inh	MCL1 BIM primary	GLD-1 TGE inh	GSTO1 inh	BCLXL inh	MEX-5 binding	TPT1 inhibitor	PME-1 inh	PAD4 FP inh
N/C(=N\OC(=O)c1ccncc1)c1cccc([N+](=O)[O-])c1
→ 6	-3	-2	2	3	-4.0	6	-1	-6
O=C(c1ccco1)N1CCN(C(=S)Nc2ccc(F)cc2)CC1
→ 2	15	-7	-5	2	-4.5	1	-5	-1
CN(C)c1ccc(/C=N/NC(=O)c2cccc(N3CCCC3=O)c2)cc1
→ -2	2	2	-2	3	-0.7	-1	0	-4

Fetched by structure from the list above (3):
Order of results: Fam108B inh	MCL1 BIM primary	GLD-1 TGE inh	GSTO1 inh	BCLXL inh	MEX-5 binding	TPT1 inhibitor	PME-1 inh	PAD4 FP inh
NC(=O)CSc1nnc(-c2cc3ccccc3o2)n1Cc1ccccc1
→ -3	-17	2	-1	-21	-0.5	3	-2	-2
COc1ccc(NC(=O)CSc2nc3ccccc3nc2N2CCCC2)c(OC)c1
→ 2	1	1	-4	8	2.0	-3	-4	-3
COc1cc(C(=O)Nc2cc(C(F)(F)F)ccc2Cl)cc(OC)c1OC
→ 3	9	8	3	4	1.7	-2	4	2

Additional entries follow:
Order of results: Fam108B inh	MCL1 BIM primary	GLD-1 TGE inh	GSTO1 inh	BCLXL inh	MEX-5 binding	TPT1 inhibitor	PME-1 inh	PAD4 FP inh
Cc1cc(C)nc(N2CCCC(C(=O)NCCc3ccc(F)cc3)C2)n1 (configuration not stated)
→ 2	1	-2	-1	0	-0.1	-3	-3	-7
O=C1CC[C@@H](O)CCN1CC[C@H](Sc1ccccc1)c1ccccc1
→ 1	-2	4	2	-1	0.7	2	-4	-6
Cc1ccc(OCc2nnc(NC(=O)c3ccco3)s2)c(C)c1
→ -6	8	-1	-2	4	-2.7	3	-7	0
Cc1cccc(NCC(=O)N/N=C\c2cccn2C)c1
→ 1	1	-4	-3	4	0.5	5	-2	-2
Cn1ncc2c(=O)n(CC(=O)NC34CC5CC(CC(C5)C3)C4)cnc21
→ -2	6	3	11	1	.	-2	1	2
Oc1ccc(C(=S)N2CCCCC2)cc1
→ 0	-1	2	6	6	1.4	-4	-1	0
COc1ccc(NC(=O)CCNC(=O)Cn2cnc3ccccc3c2=O)c(OC)c1
→ 9	10	-7	8	3	2.3	-9	2	2
O=C(NCCNC(=O)c1ccccc1Cl)c1ccco1
→ -3	-2	5	1	0	2.7	-1	2	2
CCOC(=O)C1(CC2CC2)CCN(Cc2cnc(N(C)C)s2)CC1
→ -5	1	4	9	0	-0.1	-2	5	-1
CC(=O)c1ccc(NCC2COc3ccccc3O2)c([N+](=O)[O-])c1 (configuration not stated)
→ -5	1	0	-1	1	2.3	-1	2	-2
O=C(Nc1cccnc1N1CCOCC1)c1cccs1
→ 1	10	-1	-7	4	-0.2	-1	2	2
CCOc1ccc(-c2[nH]ncc2Oc2ccccc2OCC)c(O)c1
→ 4	1	4	6	0	-0.3	-4	8	3
COc1cccc(OC)c1C(=O)NC(=S)N1CCN(c2ccc(C(F)(F)F)cc2[N+](=O)[O-])CC1
→ 0	8	21	3	10	-2.2	3	7	-1
Cc1cccc(-n2c(CNC(=O)Cc3ccccc3)n[nH]c2=S)c1
→ -1	-11	1	3	-2	2.9	2	1	5
CCOC(=O)c1cc(C#N)c(N2CCN(C(=O)c3ccccc3)CC2)nc1C(F)(F)F
→ -2	0	-3	17	7	1.0	0	-3	2
Cn1nc(C(F)(F)F)c2cc(C(=O)Nc3ccc(C(F)(F)F)cc3)sc21
→ -51	5	0	-16	2	-0.8	-2	-32	-6
COCCCNC(=O)C(=O)NCC(c1ccco1)N1CCN(c2ccc(OC)cc2)CC1 (configuration not stated)
→ -3	6	8	-9	8	-3.4	-3	0	6
COc1cccc2sc(N3CCN(C(=O)c4ccco4)CC3)nc12
→ 3	-6	1	13	0	1.2	-2	5	0
Cc1ccccc1Cn1nc(C)c(NC(=O)c2cc(-c3cccs3)on2)c1C
→ 0	-1	3	-1	2	.	7	2	-6
CCOC(=O)/C(C#N)=N/Nc1c(C)n(C)n(-c2ccccc2)c1=O
→ -2	0	-5	5	-1	-0.1	0	1	-3
CCNc1nc(NCC)nc(SCCOC(=O)c2ccccc2)n1
→ 0	1	2	-4	4	0.9	-3	-5	4
CNC(=S)N/N=C/c1cc(C)ccc1C
→ 7	6	-8	-5	3	1.0	2	2	-4
O=C(c1ccc(COc2ccc(Cl)cc2)o1)N1N=C(C(F)F)CC1(O)C(F)F (configuration not stated)
→ -4	-7	12	3	-1	0.8	1	-3	-5
CCOc1ccc(C2C(C(=O)Nc3ccccc3)=C(C)N=c3s/c(=C/c4cccc(OCC(=O)O)c4)c(=O)n32)cc1 (configuration not stated)
→ -7	14	5	-14	16	3.3	-2	-17	3
Nc1cc(N)nc(SCc2cccnc2)n1
→ 7	7	1	5	3	-1.3	-2	4	0
COc1ccc(-c2c(C)oc3c(CN4CCCCC4C)c(O)ccc3c2=O)cc1 (configuration not stated)
→ -3	-6	0	1	1	1.7	-3	-6	1
COc1ccccc1N1CCN(C(=O)c2cc(-c3ccccc3)on2)CC1
→ 1	5	1	4	1	0.8	8	-6	-3
CCOc1ccc(NC(=O)CC2C(=O)NCCN2C(=O)c2ccc(Cl)cc2)cc1 (configuration not stated)
→ -1	0	1	8	3	-3.7	-1	1	2
CCc1cc2cc(C)cc(C)c2nc1Cl
→ 3	1	-1	3	8	0.0	-3	8	2
Cc1cc(/C=C2\SC(=S)N(C)C2=O)c(C)n1-c1ccccc1O
→ -4	-72	-56	2	-54	-2.7	147*	-4	-5

Complete entries from above. Values in the order: Fam108B inh, MCL1 BIM primary, GLD-1 TGE inh, GSTO1 inh, BCLXL inh, MEX-5 binding, TPT1 inhibitor, PME-1 inh, PAD4 FP inh
Entry for C#CCOCCOCCOCCNc1nc(N2CCN(C(=O)[C@H](CCCCN)n3cc(CCCC)nn3)CC2)nc(N2CCN(C(=O)[C@H](CCCCN)n3cc(CCCC)nn3)CC2)n1 : 3, 0, -3, 7, 4, 1.2, -1, -2, -2
Entry for CCOc1ccc(S(=O)(=O)NCCCN2CCOCC2)c2ccccc12 : 0, -1, 6, 3, 7, 1.2, -1, 4, 0
Entry for N=c1c2c(n(Cc3ccc([N+](=O)[O-])cc3)c3c1CCC3)CCCC2 : 2, 5, 4, 7, 2, 1.7, -2, 4, -4
Entry for Cn1nc(C(F)(F)F)c2cc(C(=O)Nc3ccc(C(F)(F)F)cc3)sc21 : -51, 5, 0, -16, 2, -0.8, -2, -32, -6
Entry for COc1ccccc1N1CCN(C(=O)c2cc(-c3ccccc3)on2)CC1 : 1, 5, 1, 4, 1, 0.8, 8, -6, -3
